# Source: PubChem BioAssay (National Center for Advancing Translational Sciences (NCATS))
# NPC1 prom act: qHTS Assay for NPC1 Promoter Activators. Huh7 NPC1 promoter luciferase reporter, 24 h. Potency, µM (highest dose often 9.22 µM), inactives show at the highest dose activation, most hits filed as activators. 2.4% of 320,000 active;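 further: potency means the concentration at half of the fitted maximal effect; % of control where 0% means no effect; nearly all actives have a fitted effect of over 60% in size; reporter is driven by a mutant NPC1 promoter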
#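 Compounds in DMSO were transferred onto Huh7 NPC1-luciferase reporter cells pre-incubated 2 h; after 24 h at 37 °C, Amplite reagent was dispensed and luminescence recorded 10 min later.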
# ELG1 repair inh: qHTS screen for small molecules that inhibit ELG1-dependent DNA repair in human embryonic kidney (HEK293T) cells expressing luciferase-tagged ELG1; HEK293T ELG1-luciferase reporter, luminescence, 16 h; DNA damage induced by 5-fluorouridine; Potency, µM (highest dose often 46.1 µM), without a hit: top-dose activity change, negative = inhibition, most hits filed as inhibitors; 2.3% of 330,000 active; AID 504467, 2011; further: potency means the concentration at half of the fitted maximal effect; on the % scale 0 is the no-effect control and ±100 the full control effect; nearly all actives have a fitted effect of over 55% in size
#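 Step one: seed 2,000 cells per well. Step two: pin-transfer compound or DMSO alongside 5-fluorouridine. Step three: incubate 16 hr, 37 °C, 5% CO2. Step four: add ONE-Glo, wait 30 min, read luminescence.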
# Mito fusion yeast: qHTS Assay for Small Molecule Inhibitors of Mitochondrial Division or Activators of Mitochondrial Fusion; S. cerevisiae fusion-defective mutant growth rescue, CellTiterGlo 48 h; Potency, µM (series often up to 46.1 µM), for the others: at the top dose growth rescue (activation), most hits filed as activators; 0.23% of 320,000 active; AID 485298, 2010;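 further: potency means the concentration at half of the fitted maximal effect; % of control where 0% means no effect; nearly all actives have a fitted effect of over 45% in size; temperature-sensitive fusion mutants such as fzo1-1 at 37 °C on non-fermentable ethanol glycerol medium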
#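 Compounds are tested for their ability to restore growth of mitochondrial fusion-defective yeast strains at non-permissive 37C in YPEG medium over 48 hours. Viability is quantified by luciferase luminescence.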
# Rab9 prom act: qHTS Assay for Rab9 Promoter Activators; Huh7 Rab9 promoter-luciferase reporter, luminescence, 24 h; Potency, µM (titrated, usually from 9.22 µM), for the others: top-dose activation, negative = inhibition, usual class: activators; 2.8% of 320,000 active; AID 485297, 2010; further: potency means the concentration at half of the fitted maximal effect; % of control where 0% means no effect; nearly all actives have a fitted effect of over 60% in size
#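 Stable Rab9-luc Huh7, 1500 cells/well, 2 h settle; cmpd in DMSO, 24 h, 37 °C/5% CO2; luciferase reagent 10 min RT; luminescence.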
# Menin MLL FP TR: qHTS Assay for Inhibitors Targeting the Menin-MLL Interaction in MLL Related Leukemias: Competition With Texas Red Labeled MLL-derived Mutant Peptide; Menin + Texas Red MLL mutant peptide, fluorescence polarization; 0.23% of 270,000 active; AID 1768, 2009; O00255; Potency, µM (top dose mostly 61.6 µM), for the others: at the highest dose FP activity change, negative = inhibition, hits mostly inhibitors; active means well fitted inhibition curve with a large enough effect in the polarisation, with a control signal flat, not every such curve was filed as active; inconclusive means small, poorly fitted or top-dose-only effect, or effect the other way, or a change in a side signal; inactive means no such curve, though single readings can be large or run the other way; the % refers to the polarisation; further: potency means the concentration at half of the fitted maximal effect; % of control where 0% means no effect; many of its hits are not listed in these tables
# Target sequence (O00255 whole entry, looked up): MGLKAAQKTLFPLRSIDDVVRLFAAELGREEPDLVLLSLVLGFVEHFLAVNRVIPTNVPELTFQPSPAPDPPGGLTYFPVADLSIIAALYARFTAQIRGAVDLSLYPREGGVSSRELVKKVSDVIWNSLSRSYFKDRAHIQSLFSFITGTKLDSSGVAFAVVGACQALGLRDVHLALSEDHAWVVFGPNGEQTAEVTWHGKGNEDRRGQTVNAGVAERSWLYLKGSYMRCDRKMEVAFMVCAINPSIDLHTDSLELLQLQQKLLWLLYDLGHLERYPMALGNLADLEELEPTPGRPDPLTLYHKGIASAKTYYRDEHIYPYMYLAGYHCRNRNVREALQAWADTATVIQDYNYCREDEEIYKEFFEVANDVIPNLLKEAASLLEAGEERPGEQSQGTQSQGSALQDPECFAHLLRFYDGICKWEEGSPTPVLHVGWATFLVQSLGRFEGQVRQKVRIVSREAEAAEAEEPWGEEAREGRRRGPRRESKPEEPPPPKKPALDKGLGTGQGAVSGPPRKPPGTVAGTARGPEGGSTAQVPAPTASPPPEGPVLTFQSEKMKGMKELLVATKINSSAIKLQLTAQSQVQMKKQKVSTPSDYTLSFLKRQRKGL
# RORg inh: qHTS for inhibitors of ROR gamma transcriptional activity; Potency, µM (series often up to 53.6 µM), inactives show at the top dose activity change, negative = inhibition, hits mostly inhibitors; Nuclear receptor ROR-gamma (Mus musculus), P51450; 5.4% of 310,000 active; Drosophila S2 Gal4-RORgamma UAS-luciferase reporter, 20 h; further: potency means the concentration at half of the fitted maximal effect; on the % scale 0 is the no-effect control and ±100 the full control effect; nearly all actives have a fitted effect of over 60% in size
#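 Luminescence from a UAS-regulated Photinus luciferase reporter in stably transfected Drosophila Schneider cells is measured; decreased signal marks ROR gamma inhibition. Fusion expression is induced by 700 uM copper sulfate for 20 hr.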
# FLuc counter: qHTS profiling assay for firefly luciferase inhibitor/activator using purifed enzyme and Km concentrations of substrates (counterscreen for miR-21 project); AID 588342, 2011; Potency, µM (top dose mostly 57.5 µM), for the others: top-dose activity change, negative = inhibition, usual class: inhibitors; 6.9% of 360,000 active; purified FLuc, Km substrates, luminescence inhibition; Luciferin 4-monooxygenase (Photinus pyralis), P08659;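 further: potency means the concentration at half of the fitted maximal effect; plate controls were vehicle for no effect and reference inhibitor for full effect; nearly all actives have a fitted effect of over 55% in size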
#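 Biochemical qHTS of compounds, final roughly 60 µM downward over six points, against 10 nM purified firefly luciferase using Km concentrations of substrates (10 uM D-luciferin, 10 uM ATP) in Tris acetate pH 7.5 buffer; luminescence output.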
# VP16 counter: VP16 counterscreen qHTS for inhibitors of ROR gamma transcriptional activity; Drosophila S2 Gal4-VP16 UAS-luciferase, luminescence, 20 h; Potency, µM (titrated, usually from 53.6 µM), inactives show at the top dose activity, negative = inhibition, usual class: inhibitors; 3.5% of 310,000 active;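 further: Gal4-VP16 expression switched on by copper sulfate through the metallothionein promoter; potency means the concentration at half of the fitted maximal effect; on the % scale 0 is the no-effect control and ±100 the full control effect; nearly all actives have a fitted effect of over 50% in size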
# MBNL1 CUG block: qHTS Assay for Inhibitors of MBNL1-poly(CUG) RNA binding; AID 2675, 2010; TR-FRET MBNL1-His/biotin-(CUG)12 binding, 665/545 ratio; Muscleblind-like protein 1 (Homo sapiens), Q9NR56; Potency, µM (highest dose often 57.5 µM), for the others: top-dose activity change, negative = inhibition, actives largely listed as inhibitors; 0.036% of 280,000 active; active means well fitted inhibition curve with a large enough effect in the signal ratio, with a control signal flat, not every such curve was filed as active; inconclusive means small, poorly fitted or top-dose-only effect, or effect the other way, or a change in a side signal; inactive means no such curve, though single readings can be large or run the other way; the % refers to the signal ratio; further: potency means the concentration at half of the fitted maximal effect; on the % scale 0 is the no-effect control and ±100 the full control effect
# Target sequence (Q9NR56 whole entry, looked up): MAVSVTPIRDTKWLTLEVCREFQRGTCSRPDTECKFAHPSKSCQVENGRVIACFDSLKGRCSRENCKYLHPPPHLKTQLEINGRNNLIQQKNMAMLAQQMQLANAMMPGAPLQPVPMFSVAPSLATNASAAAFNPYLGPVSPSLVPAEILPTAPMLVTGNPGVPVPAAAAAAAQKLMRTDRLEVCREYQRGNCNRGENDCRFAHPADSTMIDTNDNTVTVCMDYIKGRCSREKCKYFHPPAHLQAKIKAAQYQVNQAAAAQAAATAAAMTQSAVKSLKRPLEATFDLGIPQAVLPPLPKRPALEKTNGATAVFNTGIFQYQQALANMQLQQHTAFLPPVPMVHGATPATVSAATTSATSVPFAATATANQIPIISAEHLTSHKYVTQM
#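 TR-FRET between His-tagged MBNL1 and biotin-(CUG)12 RNA, detected with Tb anti-His antibody (0.055 ng/ul) and streptavidin-XL665 (5 nM), 60 min at room temperature. Compounds titrated 92 nM to 58 uM; 665/545 nm ratio normalized to buffer and complex controls.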
# PKM2 activator: qHTS Assay for Activators of Human Muscle isoform 2 Pyruvate Kinase; Potency, µM (highest dose often 57.5 µM), for inactives: at the highest dose activation, hits mostly activators; Pyruvate kinase PKM (Homo sapiens), P14618; purified PKM2, Kinase-Glo ATP luminescence, activation; response scale: 0% is enzyme alone, no compound; 0.34% of 260,000 active; AID 1631, 2009; further: potency means the concentration at half of the fitted maximal effect; on the % scale 0 is the no-effect control and ±100 the full control effect; nearly all actives have a fitted effect of over 55% in size
#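 hPK-M2, >95% pure; 0.1 mM ADP / 0.5 mM PEP final; imidazole pH7.2 buffer w/ 7 mM MgCl2, 50 mM KCl; 1 h RT; Kinase-Glo lum. Intermediate enzyme activity for dual inhibitor/activator qHTS.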
# KCNH2 3.1 block: qHTS for Inhibitors of KCHN2 3.1: Mutant qHTS | Potassium voltage-gated channel subfamily H member 2, brain isoform KCNH2 3.1 (human) | U2OS KCNH2 3.1, thallium flux FluxOr; stronger effect = lower value | activity change, % (tested at about 1.8 µM) | 0.95% of 340,000 active | AID 720553, 2013;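 active means maximum activity change below -70%; inconclusive means maximum activity change from -70% to -50%; inactive means maximum activity change above -50%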;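 further: thallium influx rate constant from kinetic fluorescence after stimulation buffer; on the % scale 0 is the no-effect control and ±100 the full control effect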
#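 Thallium flux read-out: FluxOr dye with Red40 quencher in HBSS/HEPES, 45 min at RT. Rate constants from kinetic reads were normalized to positive and negative DMSO controls. Cells: U2OS virally expressing the 3.1 isoform.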
# Numbers without * were called inactive; ? = inconclusive; . = no result given; & = joins results of further samples; [ ] = another dose, or the depositor's remark. Unless noted, the call rests on the fitted dose curve; in most records, active means well fitted curve in the direction sought with a large enough effect; inconclusive means small, poorly fitted or top-dose-only effect, or another doubt; inactive means no such curve, though single readings can be large; an effect the other way counts as inactive or inconclusive. Not all compounds are listed (hit frequency here may not be typical).
SMILES,NPC1 prom act,ELG1 repair inh,Mito fusion yeast,Rab9 prom act,Menin MLL FP TR,RORg inh,FLuc counter,VP16 counter,MBNL1 CUG block,PKM2 activator,KCNH2 3.1 block
Cc1ccc2c(C)[nH]c(=O)cc2c1,0%,?,3%,3%,-11%,26%,6%,-7%,-2%,-4%,-1
Cc1onc(-c2ccccc2)c1C(=O)N1CCN(S(=O)(=O)c2ccc(OC(F)(F)F)cc2)CC1,-3%,-21%,-5%,1%,3%,31%,2%,-3%,1%,5%,6
COc1ccccc1N1CCN(CC(O)COc2ccc3c(C)cc(=O)oc3c2)CC1 (centres undefined),-2%,-15%,-1%,-3%,4%,-12%,3%,-6%,-11%,-2%,-2
OCCNc1nc2ccc(Cl)cc2[nH]1,5%,17%,-3%,0%,2%,2%,-5%,1%,-4%,-16%,-2
CN1C2C=C3C(C#N)=C(N)C(C#N)(C#N)[C@@H](c4ccsc4)[C@@H]3C1CC2 (some centres undefined),0%,16%,-3%,1%,-20%,-4%,0%,16%,13%,1%,10
COc1cc(OC)cc(C(=O)NCC(=O)OCC(=O)/C=C2/N(C)c3ccccc3C2(C)C)c1,-8%,5%,-9%,-3%,-4%,-12%,-13%,18µM*,.,-7%,-25
Cc1cccc(OCCC(=O)Nc2ccc(S(=O)(=O)N3CCCC3)cc2)c1,-1%,?,4%,-3%,42%[activator],23%,-3%,-5%,-6%,-2%,-28
CCN1C(=O)[C@H]2[C@@H](c3ccc(-c4ccc5c(c4)OCO5)c(OC)c3)N[C@@](CC(C)C)(C(=O)OC)[C@H]2C1=O,5%,0%,27%,-2%,.,.,-12%,.,.,.,-1
O=C(Cc1c[nH]c2ccccc12)N1CCc2ccccc21,22%,?,10%,?,18%,37%,?,-2%,12%,5%,22
COc1cc(N/N=C(\C)c2ccc(O)c(C)c2)nc(-c2ccccc2)n1,-6%,-17%,0%,-12%,?,24%,15µM*,-27%,2%,8%,-7
CCn1c2ccccc2c2nnc(SCCN3CCOCC3)nc21,-4%,2%,1%,-1%,2%,-16%,-16%,-1%,?,7%,15
Cc1cccc(N2CCN(C(=O)C(Cc3ccccc3)n3cccc3)CC2)c1C (centres undefined),-5%,-23%,?,-6%,-25%,?,0%,?,?,-4%,-2
Cc1ccc(NC(=S)N2CCN(c3ccccn3)CC2)cc1C,-2%,-13%,-12%,7%,1%,?,4%,13µM*,5%,-3%[11.5 µM],11
Clc1ccc(C[n+]2cc(-c3ccc(Cl)cc3)n3c2CCC3)cc1,-2%,?,3%,-1%,.,?,-18%,-5%,.,-11%,-8
CNC(=O)Nc1ccc2snnc2c1,5%,24%,-2%,4%,13%,2%,-9%,20%,?,-14%,1
CCOc1ccc(C2C(C(=O)c3ccc(C)o3)=C(O)C(=O)N2c2cc(C)on2)cc1OC (centres undefined),-5%,7%,-3%,-4%,?,-1%,-2%,0%,?,1%,-3
COc1cccc(NC(=S)Nc2cccnc2)c1,0%,17%,-6%,1%,0%,?,1%,-11%,.,1%,6
COc1cccc(OC)c1C(=O)Nc1ccc(C(=O)NCc2ccccc2)cc1,-5%,3%,2%,1%,7%,3%,-2%,15%,0%,1%,2
Cc1cccc2cn[nH]c12,-12%,14%,?,-5%,-6%,-3%,0%,-2%,0%,-2%,14
CCc1ccc(NC2=NC(C(=O)c3ccccc3)CC(=O)N2)cc1 (centres undefined),-1%,19%,-4%,-5%,-19%,-14%,0%,-8%,3%,-5%,-5
O=C(CSc1nc2ccccc2o1)NCc1n[nH]c(=O)c2ccccc12,1%,0%,-7%,-2%,-16%,1%,3%,1%,-7%,0%,-4
COC(=O)c1cn(NC(=O)c2ccc3c(c2)OCO3)c(=O)c2ccccc12,7%,18%,15%,2%,0%,36%,2%,7%,3%,12%,-2
CCOC(=O)C1CCN(C(=O)CCS(=O)(=O)Cc2ccccc2)CC1,-5%,-1%,-6%,1%,0%,27%,-2%,1%,3%,4%,8
CC1CCc2onc(C(=O)NCc3ccco3)c2C1 (centres undefined),9%,8%,-1%,28%,1%,22%,-2%,10%,-15%,-3%,-16
O=C(NNC(=S)NCc1ccco1)C(c1ccccc1)c1ccccc1,-8%,4%,1%,-4%,6%,-17%,0%,-9%,-1%,-3%,-12
CS(=O)(=O)N1CCC(CO)(Cc2ccccc2C(F)(F)F)CC1,-5%,2%,6%,-7%,15%,3%,-2%,13%,-10%,8%,-12
Cc1ccc(-n2nc3c(c2NC(=O)c2ccco2)CS(=O)(=O)C3)cc1C,0%,-1%,1%,5%,.,2%,4%,-8%,-9%,-1%,6
CN(C(=O)c1coc(=O)c2ccccc12)c1ccc(F)cc1,1%,0%,2%,8%,21%,6%,-1%,0%,-4%,?,7
COc1ccc(C(=O)Nc2ccc3c(c2)OCCO3)cc1Br,1µM*,?,-2%,1.3µM*,37%[activator],?,1.5µM*,-5%,-1%,0%,-30
O=C(O)CC(c1ccccc1)n1cccc1 (centres undefined),-2%,-2%,-4%,-3%,17%,-3%,-1%,-6%,-12%,0%,13
CCOC(=O)c1ccc(NC(=O)CC2C(=O)N(c3ccccc3)C(=O)N2CCCOC)cc1 (centres undefined),0%,-7%,-1%,-4%,9%,20%,-18%,1%,-1%,-4%,0
Cc1ccc(OCC(O)CN2CCN(c3ccc(C)cc3)CC2)cc1 (centres undefined),2%,-5%,-15%,8%,-27%,?,1%,-7%,-2%,-1%[11.5 µM],?
CNC(=O)C1CC(=O)N/C(=N/N=C(\C)c2cccs2)S1 (centres undefined),0%,7%,0%,-1%,10%,5%,-5%,-5%,1%,-12%,0
COc1ccc(C)cc1Nc1c2c(nc3ccccc13)CCC2,-23%,?,-5%,-19%,?,-33%,5%&-6%,?,0%,.,-9
Nc1nonc1-n1nnc(C(=O)N/N=C/c2cccs2)c1-c1ccc2c(c1)OCO2,-8%,4%,-3%,1%,.,7.9µM*,-5%,10µM*,?,.,-4
NC(=O)COC(=O)c1ccccc1Oc1ccccc1,-5%,-17%,-1%,-4%,-1%,20%,0%,-13%,1%,-1%,6
O=C(C1CCC1)N1CCN(Cc2ccccc2)CC1,4%,-1%,-4%,-7%,0%,-5%,4%,6%,1%,-3%,14
COc1ccccc1Oc1ccc(Oc2ccccc2OC)cc1,-2%,-19%,-10%,-6%,-12%,?,-1%,-1%,-10%,-3%,-15
Cc1ccc(NC(=O)CCN2C(=O)C3C4CCC(C4)C3C2=O)cc1Cl (centres undefined),3%,5%,-1%,0%,0%,19%,?,14%,-5%,1%,8
Cc1cccc(OCCC(=O)OC(C)C(=O)Nc2ccc(Cl)cn2)c1 (centres undefined),-1%,9%,5%,-1%,.,.,-2%,.,.,.,-22
O=C(CSc1nnc2n1CCCN2C(=S)Nc1ccc(Cl)cc1)c1ccccc1,0%,?,-3%,-1%,?,?,-12%,?,4%,-6%,-4
O=C(NCc1cccc(F)c1)C1CCC(=O)N(CC2CCCCC2)C1 (centres undefined),0%,1%,-1%,3%,.,-13%,1%,-18%,-3%,1%,0
Cc1c(NC(=O)c2ccc(-c3ccc([N+](=O)[O-])cc3Cl)o2)c(=O)n(-c2ccccc2)n1C,-6%,?,18%,-3%,19%,-1%,-13%,-10%,?,-1%,-2
COc1ccc(CNC(=O)COC(=O)CCc2nc3ccccc3c(=O)[nH]2)cc1,-5%,1%,-8%,0%,14%,12%,-1%,4%,-4%,.,-22
